PMI act = activators of human PMI, primary screen, biochemical, fluorescence intensity, near-Km mannose 6-phosphate. activation factor at 20 µM. 190,000 compounds, 0.005% hits. Mannose-6-phosphate isomerase (Homo sapiens), P34949. purified human PMI, coupled resazurin fluorescence, 20 min; stronger effect = higher value; 1 = vehicle control, 0 substrate-free wells. AID 1214, 2008;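 active = activation factor of 2 or more at 20 µM, relative to plate controls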
Target sequence (P34949 whole entry, looked up): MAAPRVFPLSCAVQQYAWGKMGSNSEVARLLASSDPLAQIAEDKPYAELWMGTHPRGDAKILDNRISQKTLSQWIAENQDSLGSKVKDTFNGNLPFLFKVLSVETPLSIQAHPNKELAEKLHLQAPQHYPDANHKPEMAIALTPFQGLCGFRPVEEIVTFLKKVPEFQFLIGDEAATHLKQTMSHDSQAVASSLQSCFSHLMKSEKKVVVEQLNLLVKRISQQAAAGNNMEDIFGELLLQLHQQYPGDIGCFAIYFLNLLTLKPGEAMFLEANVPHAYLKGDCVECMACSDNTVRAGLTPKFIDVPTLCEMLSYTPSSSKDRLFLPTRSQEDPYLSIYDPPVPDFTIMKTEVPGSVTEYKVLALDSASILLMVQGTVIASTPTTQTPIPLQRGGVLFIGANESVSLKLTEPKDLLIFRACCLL
Diaph act CS = compounds boosting diaphorase resazurin reduction – biochemical, uHTS, resorufin fluorescence, counter-screen for diaphorase-coupled primary assays, primary screen | Diaphorase/resazurin coupled assay, 16 min; stronger effect = higher value; 1 = vehicle wells, 0 = NADH-free wells | activation factor at 20 µM | 190,000 compounds, 0.005% hits;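 active = diaphorase activity raised at least twofold by the compound at 20 µM; inactive = activation factor below 2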
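Test system: Clostridium kluyveri diaphorase, purified enzyme; input: enzyme 0.07 U/mL final; buffer or medium: 50 mM HEPES pH 7.4 with 4.542 mM MgCl2, 0.005% Tween 20; also added: 0.114 mM NADH and 0.1 mM resazurin, final amounts; schedule: 16 min enzyme reaction, ambient temperature; technique: fluorescence of resorufin, 544 nm excitation, 590 nm emission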
Hsp70 activator = Hsp70 transcriptional activators, primary screen, cell-based, HeLa, Hsp70 promoter luciferase, luminescence, 10 µM. 200,000 compounds, 0.04% hits. activation, % at 10 µM. HeLa Hsp70 promoter luciferase reporter; scaled: vehicle 0, proteasome-inhibitor control 100%;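 active = activation above the mean across all tested compounds plus 3 SD, cutoff set per campaign, cut at about 5.5% in these data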;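 also: 100% = MG132 at 30 µM as the positive control and 0% = DMSO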
S1P3 antagonist = S1P3 receptor antagonists, primary screen, cell-based | Sphingosine 1-phosphate receptor 3 (Homo sapiens), Q99500 | CHO S1P3 NFAT-BLA reporter, FRET fluorescence, antagonist mode | inhibition, % at 4.98 µM | 170,000 compounds, 0.27% hits | AID 485, 2006;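 active = inhibition above the plate cutoff, the mean inhibition of test wells on that plate plus 3 SD, cut at about 28% in these data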;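 also: cells challenged with S1P at its EC80 of 0.8 µM; blue over green emission ratio from cleaved BLA substrate after 4 h stimulation; 0% = S1P-stimulated wells and 100% = unstimulated DMSO-only wells; some compounds past the cut are filed as inactive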
Target sequence (Q99500 whole entry, looked up): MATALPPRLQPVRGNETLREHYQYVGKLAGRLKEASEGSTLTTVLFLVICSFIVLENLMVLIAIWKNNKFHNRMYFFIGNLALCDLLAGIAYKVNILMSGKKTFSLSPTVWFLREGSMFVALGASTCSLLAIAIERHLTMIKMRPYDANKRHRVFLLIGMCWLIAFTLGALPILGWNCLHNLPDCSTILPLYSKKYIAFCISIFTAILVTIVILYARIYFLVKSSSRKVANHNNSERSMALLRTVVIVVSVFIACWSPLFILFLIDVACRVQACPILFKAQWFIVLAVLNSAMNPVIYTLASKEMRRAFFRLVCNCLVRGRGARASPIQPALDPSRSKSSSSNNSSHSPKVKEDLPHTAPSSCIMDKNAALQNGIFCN
RAM inhibit = inhibitors of the yeast RAM network, primary screen, dse1pr::URA3 reporter, 5-FOA selection | S. cerevisiae dse1pr::URA3 reporter, 5-FOA growth OD615, 2 d; analog-sensitive cbk1-as2 kinase mutant strain | 190,000 compounds, 1.8% hits | inhibition, % at 50 µM | AID 868, 2007;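 active = inhibition above a set limit, 3 SD over mean compound inhibition, cut at about 8.4% in these data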;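 also: 0% = DMSO-only wells with no growth and 100% = 10 µM 1-NA-PP1 full growth; inhibition rescues growth on 5-FOA so higher OD means more RAM inhibition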
TLR4-MyD88 BLA = inhibitors of TLR4-MyD88 association in cells, primary screen, cell-based, HeLa CL3-4, BLA complementation, FRET ratio; Toll-like receptor 4 (Homo sapiens) + Myeloid differentiation primary response protein …; HeLa CL3-4 TLR4/MyD88 BLA complementation; inhibition, % at 8.4 µM; 200,000 compounds, 0.18% hits; in the data active = inhibition above about 25%;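 also: 0% = vehicle and 100% = reference inhibitor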
Redox H2O2 prof = compounds producing H2O2 with reducing agent – biochemical, NIH compound library profiling, artefact control for MLSCN library redox annotation, primary screen; 200,000 compounds, 0.03% hits; activation, % at 10 µM; DTT-dependent redox cycling H2O2, phenol red/HRP absorbance; 100% = 100 µM peroxide control, 0% = buffer;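 active = activation of at least 50% relative to the plate's high and low controls in the primary single-dose screen; inactive = activation below 50%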;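 also: compound incubated with DTT at 0.8 mM final as the reducing agent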
PMI act satM6P = human PMI activators, high substrate, primary screen, biochemical, fluorescence intensity, near-saturating mannose 6-phosphate. Mannose-6-phosphate isomerase (Homo sapiens), P34949. 190,000 compounds, 0.34% hits. coupled PMI enzyme assay, resazurin fluorescence, 20 min; stronger effect = higher value; 1 = untreated enzyme, 0 = substrate-free blank. AID 1216, 2008. activation factor at 20 µM;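 active = activation factor of 2 or more at 20 µM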
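Test system: human phosphomannose isomerase with PGI, G6PDH, diaphorase coupling enzymes; amount: 15 ng/mL PMI; incubation: enzyme reaction with compound 20 min at room temperature; technique: resorufin fluorescence (Ex 544/Em 590 nm) from resazurin via diaphorase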
G6PDH CS = L. mesenteroides G6PDH inhibitors, counter-screen for G6PDH-coupled screening assays, biochemical, Leuconostoc mesenteroides enzyme | glucose-6-phosphate dehydrogenase [Leuconostoc mesenteroides] | Purified L. mesenteroides G6PDH, diaphorase/resazurin coupled fluorescence, 45 min | inhibition, % at 5 µM | 200,000 compounds, 0.12% hits
Lmaj promast = Leishmania major promastigote growth inhibition, primary screen; inhibition, % at 10 µM; Leishmania major promastigotes, resazurin fluorescence viability; 200,000 compounds, 9% hits;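 also: promastigotes grown with compound for 44 hours at 28 °C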
Diaphorase inh = diaphorase inhibitors and chemical oxidizers, primary screen, counter-screen for diaphorase-coupled primary assays, biochemical, uHTS, resorufin fluorescence | diaphorase resazurin-to-resorufin fluorescence, NADH, 16 min; bacterial (C. kluyveri) enzyme, not human | inhibition, % at 20 µM | 190,000 compounds, 0.69% hits | AID 1217, 2008;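 active = primary screen inhibition at 20 µM above a set limit, cut at about 50% in these data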;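 also: plate controls were DMSO with full reaction for no effect and wells lacking NADH for full effect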
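Test system: Clostridium kluyveri diaphorase enzyme / Quantity: diaphorase at 0.14 U/mL in enzyme working solution / Incubation: 16-min room-temperature incubation before reading / Benchmarks: NADH-free wells as positive control, DMSO-only neutral wells / Signal: resorufin fluorescence 544/590 nm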
* hit, by the source's call; nt = no result given. Rule as the data show it, unless noted: active = inhibition above about 50%; inactive = the rest.

SMILES	PMI act	Diaph act CS	Hsp70 activator	S1P3 antagonist	RAM inhibit	TLR4-MyD88 BLA	Redox H2O2 prof	PMI act satM6P	G6PDH CS	Lmaj promast	Diaphorase inh
COc1ccc(C2OC[C@H]3O[C@H](O)[C@H](NC(C)=O)[C@@H](O)[C@@H]3O2)cc1 (stereo partly specified)	0.9	0.9	-0.5	-9.8	-0.6	2.8	-0.1	1	7.4	-7.1	8.6
CNc1ccncc1S(=O)(=O)NC	1.1	1.1	0.9	-7.1	2.3	1.3	-0.3	1.1	4.3	-4.7	-6.4
O=C(Nc1cccc2ncccc12)c1ccc2c(c1)OCCO2	0.9	0.9	-0.5	21.9	1.6	0.8	0.8	1	-0.2	-6.4	10.9
CN1CCC(N(C)C(=O)CNC(=O)c2ccc(C(C)(C)C)cc2)CC1	0.9	0.8	-0.4	-8.0	1.3	-19.3	-0.1	0.9	7.7	-10.6	17.2
N=c1n(Cc2ccc(Cl)cc2)c2ccccc2n1CC(O)c1ccco1 (stereo unspecified)	1.1	1.1	-0.2	6.3	0.8	3.5	-0.3	1.1	6.6	85.3*	-8.1
O=C(CSc1cccc2cccc(Cl)c12)NC1=NCCS1	0.9	0.8	-0.1	4.4	3.8	-10.7	-1.3	0.5	8.1	-4.4	20.1
COc1ccc(C(C(=O)NC2CCCCC2)N(C(=O)Cc2c[nH]c3ccccc23)c2ccccc2)cc1OC (stereo unspecified)	0.7	0.8	0.4	-10.9	8.2	-1.4	0.0	0.8	14.4	16.1	18.4
CC(C)CC(=O)Nc1cccc(NC(=O)c2ccccc2Cl)c1	1	0.8	-0.4	-2.8	2.0	-2.6	0.1	0.9	-1.0	58.9*	18.0
Cc1cccc(N(C(=O)CNC(=O)c2ccco2)C(C(=O)NC2CCCC2)c2ccncc2)c1 (stereo unspecified)	0.8	0.9	-0.1	nt	1.9	-1.1	0.8	0.9	1.9	-4.4	10.9
O=C(CCc1ccccc1)N1CCN(c2ccccc2F)CC1	0.9	0.9	-0.1	-0.2	0.0	-12.9	-0.5	1	3.0	10.2	10.1
Cc1c(Cl)cccc1NC(=O)Nc1ccn(C)n1	1.2	1	-0.2	nt	-0.8	6.3	-3.4	1.1	6.8	-6.2	2.2
CSc1ccccc1C(=O)NCCSC(C)(C)C	1	1	0.0	8.5	0.8	3.3	0.8	1.1	4.9	-2.6	0.6
Oc1ccc(CN2CCC(Cc3ccccc3)CC2)c2cccnc12	0.7	0.4	-0.5	-4.8	0.9	15.9	1.2	0.5	29.2	100.6*	61.8*
Cc1ccc(S(=O)(=O)N2CCN(S(=O)(=O)c3ccc(C)cc3)C2c2ccccc2)cc1	0.9	0.9	0.5	nt	4.3	-0.7	0.2	1	1.5	19.0	9.5
CC1(C)NC(=O)N(CCOCCSc2ccccc2)C1=O	0.9	0.8	-0.1	6.3	2.0	3.9	0.9	0.9	0.8	-6.2	15.1
Cc1cc(=O)[nH]c(SCC(N)=O)c1C#N	1	1	0.1	-20.9	1.1	6.9	0.3	1.1	3.5	-9.7	1.7
O=C(c1ccccc1)N1CCN(c2ncnc3c(-c4ccccc4)nsc23)CC1	0.8	0.7	-0.2	-2.6	3.9	-7.0	0.1	0.9	9.7	2.9	27.1
CC(=O)N1c2ccccc2N(Cc2ccc(C)cc2C)C(=O)C1(C)C	0.9	0.7	nt	-5.7	0.5	nt	-2.2	0.8	1.2	93.7*	26.4
Cc1sc(NC(=O)Cn2nc(C(F)(F)F)cc2C)c(C(=O)OC(C)C)c1C	1.1	0.9	-0.2	nt	-0.5	-0.7	-12.2	1.1	11.9	5.1	12.3
COc1ccc(C2N=C(c3ccccc3)NC(c3ccccc3)=N2)cc1	0.9	0.9	0.3	nt	7.3	3.8	0.6	0.9	0.2	39.0	7.6
Cc1ccc2c(c1)C(O)(CC(=O)c1cccc(-n3cccc3)c1)C(=O)N2 (stereo unspecified)	1	0.8	-0.1	-14.4	1.5	-10.8	-0.4	1	5.6	0.1	16.9
O=C(O)CSc1nnc(-c2cc3ccccc3o2)n1-c1ccccc1	1	1	0.2	-9.3	3.5	-19.9	-0.6	1.1	-5.7	-4.9	0.7
COc1cccc(CNCCc2c[nH]c3ccccc23)c1OCc1ccccc1	1	1	-0.4	-1.9	0.2	13.4	0.2	1	10.2	98.6*	-2.8
COc1cc(-c2nnc(CSc3nnc(N)s3)o2)cc(OC)c1OC	1	0.9	-0.4	2.7	0.7	2.2	0.0	1	-4.5	0.3	14.8
COc1ccc(Cc2nnc(NC(=O)c3ccccc3[N+](=O)[O-])s2)cc1	1.1	0.9	0.3	5.1	1.4	15.9	-1.4	1	7.2	1.9	5.2
CN(C(=O)Cc1c[nH]c2ccccc12)C(C(=O)Nc1ccc2c(c1)OCO2)c1ccccc1 (stereo unspecified)	0.9	0.7	-0.2	-20.4	4.6	1.3	0.3	0.9	-4.7	60.9*	30.3
COc1ccc(CCNC(=O)CS(=O)Cc2nc(-c3cccs3)oc2C)cc1OC (stereo unspecified)	1	0.9	0.3	-14.8	1.6	8.3	-0.8	1	-0.8	-5.1	9.3
CCOC(=O)Nc1ccc2c(c1)N(C(=O)CN(CC)CC)c1ccccc1C=C2	0.9	0.9	-0.2	-1.5	0.4	19.8	2.2	0.9	-8.2	-1.5	11.0
CCOc1ccc(-n2c(SCC)nc3c(c2=O)SCC3)cc1	0.9	0.8	-0.3	nt	8.0	-3.2	-0.3	0.9	-11.3	-7.6	20.3
Cc1noc(C)c1COC(=O)c1ccc(S(=O)(=O)NCc2ccco2)cc1	0.9	0.8	-0.3	-19.9	-0.6	-25.9	2.0	0.9	-3.3	0.0	24.6
COC(=O)c1ccccc1NC(=O)CN(C)S(=O)(=O)c1cc(C)ccc1OC	1	1.1	-0.2	6.8	-0.4	-8.3	0.8	1	13.3	20.6	-8.9
Cc1noc(C)c1C(=O)N1CCOCC1	1.2	0.9	1.0	nt	-0.1	5.4	0.2	1.3	3.4	-1.1	9.0
CCOC(=O)c1cc(-c2ccccc2)sc1NC(=O)COC(=O)c1cccc(S(N)(=O)=O)c1	0.9	0.9	0.1	8.8	5.7	10.2	0.4	1	4.5	27.8	13.4
Cc1ccc2cccc(OCC(=O)N3CCc4ccccc43)c2n1	1.1	1	-0.3	2.6	-0.5	-13.3	-0.1	1	2.4	4.7	0.8
CCOc1ccc(C(=O)NCCC2=CCCCC2)cc1OCC	0.9	0.9	-0.2	-7.0	3.3	10.7	-0.8	0.9	6.2	0.7	13.2
Cc1c(N(C)C(=O)C2CCCN2S(=O)(=O)c2ccccc2)c(=O)n(-c2ccccc2)n1C (stereo unspecified)	0.9	1	0.5	7.6	1.7	-0.2	3.5	1	4.5	-0.6	2.4
CCc1nc(NCCN)c(C#N)c2c1CSC(C)(C)C2	0.9	1	-0.2	nt	-1.0	9.4	0.3	1	7.7	3.6	-0.2
Cc1ccc(Nc2nc3ccccc3[nH]2)nc1	1	1	0.2	nt	0.5	-1.4	1.0	0.9	-4.5	100.5*	-1.1
CCCCn1c(SCC(=O)N(CC)C2CCS(=O)(=O)C2)nnc1C(CC)N(C)C (stereo unspecified)	1.1	0.9	0.0	-12.7	3.2	-4.3	-0.8	1	9.1	-9.1	6.1
O=C(CCCOc1ccccc1)Nc1nncs1	1.1	0.9	-0.2	2.9	0.1	7.8	1.5	0.9	-2.7	-3.5	8.4
CS(=O)(=O)N(CC(=O)Nc1ccccc1C(=O)NCc1ccccc1)c1ccc2c(c1)OCCO2	0.9	0.9	-0.1	nt	4.3	-4.0	-1.1	1	2.7	15.2	5.4
CN(C)S(=O)(=O)N1CCC(CO)(Cc2cccc(C(F)(F)F)c2)CC1	1	0.8	-0.2	-1.2	-0.4	-7.1	-0.8	1.1	11.9	9.7	17.1
CCN(CC)CCCNC(=O)Cn1nc(-c2ccccc2)ccc1=O	1	0.9	-0.2	nt	3.0	8.1	-3.5	1	-1.2	0.6	5.9
O/N=C/c1cn(-c2ccc(Cl)cc2)nn1	1.1	0.9	0.1	-9.2	0.2	-18.3	-1.1	1.1	-6.9	5.3	5.7
COc1ccc(-c2[nH]ncc2/C=N\NS(=O)(=O)c2ccc(Cl)cc2)cc1	1	0.9	-0.3	nt	-0.2	-5.3	-0.1	1.1	-9.3	-2.6	12.2
COc1cc(C=O)ccc1OCC(=O)N1CCOCC1	1.1	1	-0.3	nt	2.0	-1.6	0.0	1.1	3.7	-3.8	1.8
Cc1c(N(C)C(=O)c2ccccc2F)c(=O)n(-c2ccccc2)n1C	1	0.8	0.1	4.4	1.1	5.6	-0.2	1.1	3.6	-3.1	19.2
O=C(CCn1nc(-c2ccccc2)c2ccccc2c1=O)Nc1cccnc1	1	0.9	-0.3	-2.8	-1.6	-6.5	-1.0	1	8.5	11.5	7.2

Rewritten as labelled records: entries from further up.
COc1ccc(C2OC[C@H]3O[C@H](O)[C@H](NC(C)=O)[C@@H](O)[C@@H]3O2)cc1 (stereo partly specified)
  PMI act: 0.9 | Diaph act CS: 0.9 | Hsp70 activator: -0.5 | S1P3 antagonist: -9.8 | RAM inhibit: -0.6 | TLR4-MyD88 BLA: 2.8 | Redox H2O2 prof: -0.1 | PMI act satM6P: 1 | G6PDH CS: 7.4 | Lmaj promast: -7.1 | Diaphorase inh: 8.6
CCOc1ccc(C(=O)NCCC2=CCCCC2)cc1OCC
  PMI act: 0.9 | Diaph act CS: 0.9 | Hsp70 activator: -0.2 | S1P3 antagonist: -7.0 | RAM inhibit: 3.3 | TLR4-MyD88 BLA: 10.7 | Redox H2O2 prof: -0.8 | PMI act satM6P: 0.9 | G6PDH CS: 6.2 | Lmaj promast: 0.7 | Diaphorase inh: 13.2

Bioassay records: PubChem, several laboratories
